Screens: PubChem, several laboratories
ROMK mod = ROMK potassium channel modulators, primary screen, cell-based, thallium flux, MLSMR library | Tet-inducible ROMK, thallium flux fluorescence; actives lie on both sides | hit rate 2% among 130,000 | AID 1918, 2009 | B-score at 10 µM | ATP-sensitive inward rectifier potassium channel 1 (Homo sapiens), P48048;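 active means signal ratio slope over the read window, or its plate-corrected B-score, at least 3 SD from the plate mean, either direction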;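 further: B-score of the F/F0 ratio slope over 7 to 12 s after thallium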
Target sequence (P48048 whole entry, looked up): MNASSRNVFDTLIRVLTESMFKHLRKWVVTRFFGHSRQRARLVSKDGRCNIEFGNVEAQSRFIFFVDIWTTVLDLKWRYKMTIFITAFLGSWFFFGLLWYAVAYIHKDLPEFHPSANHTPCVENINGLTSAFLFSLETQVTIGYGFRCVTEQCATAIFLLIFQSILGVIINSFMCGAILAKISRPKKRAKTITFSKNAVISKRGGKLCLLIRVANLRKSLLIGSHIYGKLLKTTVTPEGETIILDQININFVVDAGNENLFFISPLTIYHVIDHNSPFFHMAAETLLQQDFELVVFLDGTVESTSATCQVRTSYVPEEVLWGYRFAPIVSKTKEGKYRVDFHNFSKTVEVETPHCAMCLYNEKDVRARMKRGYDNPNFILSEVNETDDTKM
PPARg SRC3 recr = PPARgamma agonists recruiting SRC-3 coactivator, primary screen, biochemical; Peroxisome proliferator-activated receptor gamma (Homo sapiens), P37231; biochemical PPARgamma/SRC-3 coactivator recruitment assay; activation, % at 8 µM; hit rate 0.26% among 200,000; AID 731, 2007; in the data active means activation above about 23%;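 further: 0% = DMSO and 100% = reference agonist; some compounds past the cut are filed as inactive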
Lmaj promast = Leishmania major promastigote growth inhibition, primary screen. Leishmania major promastigotes, resazurin fluorescence viability. inhibition, % at 10 µM. hit rate 9% among 200,000; in the data active means inhibition above about 50%;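 further: promastigotes grown with compound for 44 hours at 28 °C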
PPARg SRC-2 ag = agonists of PPARg-SRC-2 recruitment, primary screen, biochemical, HTS; AID 1032, 2008; activation, % at 8 µM; hit rate 0.34% among 200,000; PPARgamma LBD-SRC-2 recruitment; Peroxisome proliferator-activated receptor gamma (Homo sapiens), P37231; in the data active means activation above about 22%;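 further: 0% = vehicle and 100% = reference agonist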
bIAP inh = bovine intestinal alkaline phosphatase inhibitors, primary screen, selectivity assay for TNAP inhibitor project, biochemical, bovine IAP, CDP-star luminescence | inhibition, % at 20 µM | AID 1019, 2008 | purified bovine IAP, 30 min | 190,000 tested, under 10 active;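 active means over 50% inhibition of intestinal alkaline phosphatase at 20 µM in the single-dose screen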
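System: purified bovine intestinal alkaline phosphatase (IAP) enzyme; Input: IAP diluted 1/65,000,000 in the well; Measured by: CDP-star luminescence signal; Compound dosing: 20 µM single dose; Incubation: 30 min reaction at room temperature.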
TR-FRET SRC-2 ct = TR-FRET signal artefacts, primary screen, artefact control for PPARgamma SRC-2 agonist project, biochemical | TR-FRET artefact counter-screen; active compounds read high | TR-FRET ratio at 8 µM | hit rate 0.4% among 200,000 | AID 1049, 2008; in the data active means TR-FRET ratio above about 2000; further: inactives centre near 1500
DTT redox prof = compounds producing H2O2 with reducing agent – biochemical, NIH compound library profiling, artefact control for MLSCN library redox annotation, primary screen; DTT-dependent redox cycling H2O2, phenol red/HRP absorbance; 100% = 100 µM peroxide control, 0% = buffer; activation, % at 10 µM; hit rate 0.03% among 200,000; AID 878, 2007;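 active means activation of at least 50% relative to the plate's high and low controls in the primary single-dose screen; inactive means activation below 50%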;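 further: compound incubated with DTT at 0.8 mM final as the reducing agent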
S1P3 antagonist = S1P3 receptor antagonists, primary screen, cell-based; CHO S1P3 NFAT-BLA reporter, FRET fluorescence, antagonist mode; hit rate 0.27% among 170,000; AID 485, 2006; Sphingosine 1-phosphate receptor 3 (Homo sapiens), Q99500; inhibition, % at 4.98 µM;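 active means inhibition above the plate cutoff, the mean inhibition of test wells on that plate plus 3 SD, cut at about 28% in these data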;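 further: cells challenged with S1P at its EC80 of 0.8 µM; blue over green emission ratio from cleaved BLA substrate after 4 h stimulation; 0% = S1P-stimulated wells and 100% = unstimulated DMSO-only wells; some compounds past the cut are filed as inactive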
Target sequence (Q99500 whole entry, looked up): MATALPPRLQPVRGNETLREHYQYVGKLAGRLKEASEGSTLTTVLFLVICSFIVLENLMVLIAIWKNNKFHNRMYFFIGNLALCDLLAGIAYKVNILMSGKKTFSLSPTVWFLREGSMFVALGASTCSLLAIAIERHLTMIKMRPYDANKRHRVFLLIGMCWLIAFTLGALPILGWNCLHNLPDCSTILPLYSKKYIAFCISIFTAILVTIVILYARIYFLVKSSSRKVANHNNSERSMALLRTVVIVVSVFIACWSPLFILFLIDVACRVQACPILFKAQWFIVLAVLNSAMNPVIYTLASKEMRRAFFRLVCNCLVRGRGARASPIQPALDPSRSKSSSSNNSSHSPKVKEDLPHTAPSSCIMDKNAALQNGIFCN
HMGR II inh = inhibitors of E. faecalis class II HMGR, primary screen, biochemical, Enterococcus faecalis. HMG-CoA reductase (Enterococcus faecalis, mvaE). purified E. faecalis HMGR, NADPH absorbance 340 nm kinetic. inhibition, % at 10 µM. hit rate 0.41% among 190,000;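 active means inhibition above a set limit, the median over all tested compounds plus 3 SD, cut at about 9.5% in these data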;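 further: enzyme runs in reverse so mevalonate oxidation gives rising NADPH absorbance; 0% = complete reaction with DMSO and 100% = background rate lacking mevalonate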
PPARg SRC-1 ag = PPARgamma agonists recruiting SRC-1 coactivator, primary screen, biochemical. Peroxisome proliferator-activated receptor gamma (Homo sapiens), P37231. PPARgamma-SRC-1 coactivator recruitment biochemical assay. activation, % at 8 µM. hit rate 0.41% among 200,000; in the data active means activation above about 19%;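 further: 0% = DMSO and 100% = reference agonist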
RAM inhibit = inhibitors of the yeast RAM network, primary screen, dse1pr::URA3 reporter, 5-FOA selection | AID 868, 2007 | hit rate 1.8% among 190,000 | inhibition, % at 50 µM | S. cerevisiae dse1pr::URA3 reporter, 5-FOA growth OD615, 2 d; analog-sensitive cbk1-as2 kinase mutant strain;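 active means inhibition above a set limit, 3 SD over mean compound inhibition, cut at about 8.4% in these data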;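 further: 0% = DMSO-only wells with no growth and 100% = 10 µM 1-NA-PP1 full growth; inhibition rescues growth on 5-FOA so higher OD means more RAM inhibition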
Starred values were filed as active, the others as inactive; · = no result given.

SMILES | ROMK mod | PPARg SRC3 recr | Lmaj promast | PPARg SRC-2 ag | bIAP inh | TR-FRET SRC-2 ct | DTT redox prof | S1P3 antagonist | HMGR II inh | PPARg SRC-1 ag | RAM inhibit
Cc1csc2nc(CNS(=O)(=O)c3cccnc3)cn12 | -0.027 | 4 | -7 | 11 | · | 1469 | 0.7 | 10 | · | 8 | ·
COc1ccc(NC(NC(=O)c2ccc(OC)cc2)C(Cl)(Cl)Cl)cc1 (stereo not drawn) | · | -1 | 5 | 12 | 11 | 1633 | 1.5 | · | -5 | -10 | 0.9
CCC1Oc2ccc(C)cc2N(CC(=O)N(Cc2ccc(C)o2)C2CC(C)(C)NC(C)(C)C2)C1=O (stereo not drawn) | -6.9* | 2 | 23 | 6 | 5 | 1751 | 0.0 | · | -5 | 4 | 2.1
COc1cc(SC)ccc1C(=O)Nc1ccc(C)cc1C | · | -4 | -4 | -6 | 6 | 1561 | 0.6 | 11 | -4 | 0 | 1.5
O=C(COc1ccccc1F)Nc1ccc(S(=O)(=O)NCc2ccco2)cc1 | · | 1 | -7 | -5 | 26 | 1508 | -0.7 | 8 | -1 | -1 | 2.4
O=[N+]([O-])CC(=Nc1ccc(Cl)cc1)N/N=C\c1oc(O)c2ccccc12 | -0.8 | -1 | -7 | 5 | 8 | 1381 | 0.3 | · | -1 | -4 | 1.6
CCOC(=O)Cc1csc(NC(=O)NC2(C(F)(F)F)Oc3ccc(Cl)cc3O2)n1 (stereo not drawn) | -0.11 | 3 | 53* | 3 | 5 | 1469 | 0.2 | · | -2 | 7 | 3.0
COC(=O)c1ccc(CSc2nnc(-c3ccc4c(c3)OCO4)n2-c2ccccc2)o1 | -0.072 | 1 | 4 | 10 | -16 | 1568 | 0.0 | -1 | -1 | -3 | 1.8
Cc1cc(Nc2ccccc2)n(-c2ccc(Br)cc2)n1 | -1.1 | -3 | 8 | 11 | · | 1471 | -0.2 | · | -5 | -9 | 8.1
Cc1ccc(C(C(=O)NCCc2ccccc2)N(C(=O)c2csnn2)C2CC2)o1 (stereo not drawn) | 0.42 | -5 | 10 | -3 | 0 | 1447 | 2.0 | 4 | -8 | -6 | 1.9
COc1cccc(NC(=S)N2CCCC2c2ccc(OC)c(OC)c2)c1 (stereo not drawn) | -0.15 | -1 | 1 | 1 | -9 | 1592 | 0.7 | 27 | 0 | 4 | 2.2
Oc1ccccc1/C=N/n1cnnc1 | 0.048 | 0 | -2 | 9 | 6 | 1554 | -0.1 | · | -5 | 4 | 0.4
COc1cccc(/C=N/Nc2nn3cnnc3c3ccccc23)c1 | -0.97 | 2 | 18 | 6 | -14 | 1475 | 0.0 | · | 2 | 3 | 0.6
C=CCN1C(=O)/C(=C/c2ccc(N(C)C)cc2)S/C1=N\c1nnc(CC)s1 | · | -5 | 5 | 0 | 21 | 1339 | 2.3 | · | -5 | -5 | 2.6
CCOC(=O)CCCc1sc(N)nc1-c1[nH]c(=O)[nH]c1C | 0.28 | 15 | -2 | 2 | 1 | 1655 | -0.1 | -26 | 0 | 6 | 0.0
COc1ccc(N2CCN(c3nc(NCCO)nc(N4CCOCC4)n3)CC2)cc1 | · | -22 | 6 | -2 | 3 | 1412 | 0.2 | -8 | -3 | 7 | 1.1
CCOc1ccc(Nc2nc(Cc3nnc(SCC(=O)N(CC)CC)n3C)cs2)cc1 | 0.52 | -5 | -3 | 8 | 11 | 1477 | 4.8 | · | -1 | 1 | -0.6
Cc1nc2ccccc2c(=O)n1CC(=O)N1CCOCC1 | · | -2 | -4 | -2 | 3 | 1554 | 1.5 | -19 | -1 | 6 | 1.8
COc1ccc(-n2nnc3c(SCC(=O)NCc4ccco4)ncnc32)cc1 | 1.8 | -7 | 29 | -3 | 11 | 1465 | 0.9 | 6 | 2 | 0 | 5.5
O=C(NCCN1CCN(Cc2ccccc2Cl)CC1)Nc1ccccc1 | · | 2 | 82* | 0 | -17 | 1586 | -4.1 | · | -4 | 6 | -0.4
Cn1cc(Cl)c(-c2n[nH]c(=S)n2-c2ccc(F)cc2)n1 | 0.021 | 10 | -6 | 21 | -11 | 1896 | -0.3 | 6 | 6 | 17 | 1.8
C=CCc1cc(/C=N\NC(=O)CSc2nnc(CCCc3ccc(OC)c(C)c3)o2)cc(OC)c1O | 1.6 | 1 | 1 | 9 | 7 | 1587 | -0.2 | · | -4 | 10 | 8.1
O=C(CCl)N(c1ccc(Cl)cc1)c1c[nH]c2ccccc12 | -2.2 | -1 | 100* | 6 | 25 | 1692 | -0.9 | · | -5 | -4 | 1.8
CCOc1ccc(N(CC(=O)NCC2CCCO2)S(=O)(=O)c2ccc(OC)c(OC)c2)cc1 (stereo not drawn) | · | -14 | -8 | -3 | 1 | 1164 | 0.8 | -21 | -4 | -4 | 2.7
COc1cc(OC)cc(C(=O)NCC(=O)OCC(=O)c2ccc3c(c2)-c2ccccc2C3)c1 | · | 5 | -9 | 7 | 5 | 2065* | 0.4 | 8 | -3 | 8 | 2.9
FC(F)(F)c1cnc(Sc2nnc(-c3cccs3)n2CC2CCCO2)c(Cl)c1 (stereo not drawn) | 0.74 | 6 | 2 | 5 | -4 | 1359 | 0.5 | · | 1 | 5 | 0.0
CCOC(=O)c1sc(NC(=O)CN(CC)CC)c(C(=O)OCC)c1C | 0.56 | -4 | 7 | -4 | 0 | 1300 | 0.1 | · | 4 | -7 | 0.9
CCCN(CCC)S(=O)(=O)c1ccc(Cl)c([N+](=O)[O-])c1 | -0.94 | -4 | 39 | -2 | 18 | 1548 | 0.6 | -19 | 0 | -9 | 0.4
Cc1cccn2c(=O)c3cc(C#N)c(=N)n(CCN4CCOCC4)c3nc12 | 1.2 | -6 | -13 | 5 | 4 | 1538 | 0.1 | · | -3 | 4 | -0.7
Cc1ccc(S(=O)(=O)/C(C#N)=C/c2c(N3CCN(C)CC3)nc3ccccn3c2=O)cc1 | -1.1 | -2 | -1 | 5 | 17 | 1783 | 1.4 | · | 2 | 11 | -0.3
O/N=C1/CCCCc2sccc21 | · | 3 | -2 | 2 | 10 | 1643 | 0.6 | -7 | 0 | -5 | 1.1
O=C(NCC(=O)N(Cc1cccs1)C(C(=O)NC1CCCCC1)c1cccnc1)c1ccco1 (stereo not drawn) | · | 1 | -4 | 3 | 9 | 1657 | 0.2 | · | -3 | -3 | -0.4
COc1ccc(OCC(=O)NC(=S)N2CCCc3ccccc32)cc1 | 0.17 | 11 | 0 | -13 | 9 | 1566 | -0.8 | · | -10 | -5 | 0.7
CCOC(=O)c1c(N)nn(C(=O)CC)c1-c1ccccc1 | · | 0 | 2 | 1 | 9 | 1573 | 1.4 | 25 | -5 | 0 | 1.7
CCCOC(=O)C1C2C=CC3(CN(c4cccc(Cl)c4)C(=O)C13)O2 (stereo not drawn) | · | 8 | -1 | 0 | 6 | 1485 | -0.4 | -25 | -1 | -1 | -0.2
CN(C)C(=O)CSc1n[nH]c(=O)[nH]c1=O | -0.25 | 1 | -5 | 0 | -10 | 1758 | -1.2 | -12 | 20* | -2 | 0.7
O=C(Nc1cccnc1Cl)C1c2ccccc2Oc2ccccc21 | · | 7 | -7 | 6 | -1 | 1601 | 0.3 | · | -10 | 4 | 1.8
CCC(Sc1nncn1C)C(=O)Nc1cc(C)on1 (stereo not drawn) | -0.65 | 2 | -3 | 2 | 3 | 1753 | 0.4 | -20 | -1 | 17 | 0.5
Cc1cc2cc(C)c3nnc(SCC(=O)N4CCN(C(=O)c5ccco5)CC4)n3c2cc1C | · | 7 | 13 | 12 | · | 1575 | 2.5 | · | · | 8 | ·
Cc1ccc(N=C2CCCCCN2C)c(C#N)c1 | 0.9 | 9 | 1 | 12 | -8 | 1443 | 0.2 | · | 3 | 0 | -0.2

Results in TR-FRET SRC-2 ct, for some of the entries so far:
Molecule | TR-FRET SRC-2 ct
CCOC(=O)c1c(N)nn(C(=O)CC)c1-c1ccccc1 | 1573
Cc1ccc(N=C2CCCCCN2C)c(C#N)c1 | 1443

The results go on.
SMILES | ROMK mod | PPARg SRC3 recr | Lmaj promast | PPARg SRC-2 ag | bIAP inh | TR-FRET SRC-2 ct | DTT redox prof | S1P3 antagonist | HMGR II inh | PPARg SRC-1 ag | RAM inhibit
C=C(C)CSc1nc2ncc(Cl)cc2[nH]1 | -0.5 | 0 | 3 | 12 | 19 | 1582 | 0.1 | · | -1 | 4 | 1.9
C/C(=N\NC(=O)c1ccc(NS(=O)(=O)c2cccs2)cc1)c1ccc(Cl)cc1 | 1.2 | 2 | -1 | 13 | 21 | 1566 | -0.7 | -9 | -5 | 10 | 0.4
CCOC(=O)C(NC(=O)Nc1ccc(F)cc1)(OCC)C(F)(F)F (stereo not drawn) | · | 3 | 0 | 2 | 10 | 1639 | 1.6 | 2 | -1 | 3 | 0.5
COc1ccc(C(=O)Nc2cc(OC)c(Cl)cc2OC)cc1 | -0.32 | -1 | 3 | -1 | -10 | 1555 | -0.1 | -16 | -6 | 1 | 11*
O=C(COc1ncnc2sccc12)N1CCc2ccccc2C1 | · | -5 | -6 | 0 | 6 | 1470 | 2.7 | 18 | -2 | -10 | -1.0
COC(=O)Nc1ncc(CN2CCc3ccccc3C2)s1 | 0.42 | -2 | 8 | -6 | -26 | 1492 | 2.8 | -1 | 1 | -2 | 0.5
CCc1nnc(NC(=O)CSc2nc3cc4c(cc3cc2CC)OCCO4)s1 | · | -1 | -8 | 4 | 5 | 1461 | 2.0 | · | -1 | 4 | 4.4
CC/C(=N/Nc1ccccc1Cl)c1cnnc(-c2ccccc2)n1 | 0.41 | 0 | -2 | -11 | 5 | 1431 | 1.8 | · | -2 | -4 | 5.0
Cc1cc(C)nc(NC(=O)c2c(-c3ccccc3Cl)noc2C)c1 | -1.4 | 0 | 2 | -2 | 48 | 1527 | 0.1 | 5 | -1 | 8 | 1.0
O=C1c2ccccc2NC(c2cccc(F)c2)N1Cc1ccco1 (stereo not drawn) | -0.34 | 3 | 6 | 5 | 8 | 1574 | 0.0 | 11 | -2 | 6 | 0.1
CCc1nn(CC(=O)NCCCN(CC)Cc2ccccc2)c(=O)c2cc3sccc3n12 | · | -6 | 55* | 3 | -11 | 2044* | -0.4 | -12 | 1 | -4 | -1.3
